Assay outcomes as filed in PubChem BioAssay.
G9a block = qHTS Assay for Inhibitors of Histone Lysine Methyltransferase G9a | Histone-lysine N-methyltransferase EHMT2 (Homo sapiens), Q96KQ7 | G9a H3K9 monomethylation, AlphaScreen, 2 h | Potency, µM (doses to about 102 µM), for inactives: at the top dose activity, negative = inhibition, most hits filed as inhibitors | 350,000 compounds, 8.8% hits; further: on the % scale 0 is the no-effect control and ±100 the full control effect; nearly all actives have a fitted effect of over 75% in size
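AlphaScreen read-out: biotin-H3K9 peptide (500 nM) methylation by 20 nM enzyme with 20 uM SAM, 2 h at room temperature after 15 min compound preincubation; anti-monomethyl H3K9 antibody plus donor/acceptor beads, 10 min dark.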
HP1b chromo inh = HTS for Inhibitors of HP1-beta Chromodomain Interactions with Methylated Histone Tails; Chromobox protein homolog 1 (Homo sapiens), P83916; AlphaScreen HP1-beta / biotin-H3K9me3 peptide binding; Potency, µM (series often up to 114 µM), without a hit: top-dose activity change, negative = inhibition, usual class: inhibitors; 390,000 compounds, 0.56% hits; AID 540317, 2011; further: nearly all actives have a fitted effect of over 70% in size; inactives centre near 23
Target sequence (P83916 whole entry, looked up): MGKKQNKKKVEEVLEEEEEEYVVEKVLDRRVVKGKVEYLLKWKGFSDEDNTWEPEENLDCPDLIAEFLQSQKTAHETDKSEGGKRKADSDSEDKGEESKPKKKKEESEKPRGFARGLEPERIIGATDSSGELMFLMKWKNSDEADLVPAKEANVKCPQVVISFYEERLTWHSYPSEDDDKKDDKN
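HP1-beta protein (50 nM final) preincubated 30 min at room temperature with biotinylated H3(1-18)K9me3 peptide (50 nM) in PBS pH 7.4, 0.01% Tween-20, then compound added for 30 min. AlphaScreen streptavidin donor/nickel chelate acceptor beads (10 ug/mL final), 30 min dark, luminescence read.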
Pol iota inh = qHTS for Inhibitors of Polymerase Iota; Pol iota fluorescent replication assay, 10 min; Potency, µM (series often up to 115 µM), for inactives: top-dose activity, negative = inhibition, usual class: inhibitors; 390,000 compounds, 1% hits; AID 588590, 2011
Target sequence (Q9UNA4 whole entry, looked up): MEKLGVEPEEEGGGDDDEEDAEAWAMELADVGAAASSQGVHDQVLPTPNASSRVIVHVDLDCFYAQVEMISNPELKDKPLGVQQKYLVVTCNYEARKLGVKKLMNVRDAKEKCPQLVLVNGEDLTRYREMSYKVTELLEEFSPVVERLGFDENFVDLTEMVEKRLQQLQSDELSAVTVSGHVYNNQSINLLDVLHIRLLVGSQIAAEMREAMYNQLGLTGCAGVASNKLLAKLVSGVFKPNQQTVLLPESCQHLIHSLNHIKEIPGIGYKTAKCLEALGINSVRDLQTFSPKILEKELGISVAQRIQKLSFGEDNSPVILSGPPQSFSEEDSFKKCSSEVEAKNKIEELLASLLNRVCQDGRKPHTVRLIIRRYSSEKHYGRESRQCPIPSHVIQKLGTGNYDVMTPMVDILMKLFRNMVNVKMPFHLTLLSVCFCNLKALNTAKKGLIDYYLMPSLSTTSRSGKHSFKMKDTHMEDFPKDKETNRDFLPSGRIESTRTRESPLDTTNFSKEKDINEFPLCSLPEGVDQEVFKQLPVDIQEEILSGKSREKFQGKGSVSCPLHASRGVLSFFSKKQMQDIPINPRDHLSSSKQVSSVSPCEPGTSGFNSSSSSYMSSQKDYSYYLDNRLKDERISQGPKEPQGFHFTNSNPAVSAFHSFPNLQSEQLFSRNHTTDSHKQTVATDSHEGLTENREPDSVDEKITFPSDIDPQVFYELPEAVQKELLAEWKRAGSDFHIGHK
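Pol iota at 10 nM preincubated 15 min with compounds at room temperature; reaction started with fluorescent substrate, 50 nM final. Fluorescence read kinetically at 0 and 10 min; buffer-only wells as negative control.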
PGK inhibitor = qHTS Assay to Find Inhibitors of Phosphoglycerate Kinase; PGK/GAPDH coupled, Kinase-Glo luminescence, 60 min; 380,000 compounds, 0.043% hits; Phosphoglycerate kinase, glycosomal (Trypanosoma brucei brucei), P07378; Potency, µM (top dose mostly 57.5 µM), for the others: at the highest dose activity change, negative = inhibition, actives largely listed as inhibitors; further: on the % scale 0 is the no-effect control and ±100 the full control effect; nearly all actives have a fitted effect of over 60% in size
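Recombinant glycosomal PGK reaction used 1,3-bisphosphoglycerate generated in-well by GAPDH (100nM final) in 100mM TEA pH 7.6, 5mM MgCl2, 0.01% Tween-20. After 60 minutes at room temperature, ATP was read by Kinase-Glo Plus luminescence end-point.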
BLM inh = qHTS Assay for Inhibitors of Bloom's syndrome helicase (BLM) | RecQ-like DNA helicase BLM (Homo sapiens), P54132 | recombinant BLM DNA unwinding, fluorescence dequenching | Potency, µM (series often up to 56.1 µM), without a hit: at the highest dose activity change, negative = inhibition, hits mostly inhibitors | 350,000 compounds, 0.2% hits;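 further: plate controls were vehicle for no effect and no enzyme for full effect; nearly all actives have a fitted effect of over 35% in size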
BAZ2B block = qHTS Assay for Inhibitors of BAZ2B | AlphaScreen BAZ2B-H3K14Ac peptide displacement | Potency, µM (titrated, usually from 114 µM), inactives show at the top dose activity change, negative = inhibition, actives largely listed as inhibitors | 360,000 compounds, 4.4% hits; further: on the % scale 0 is the no-effect control and ±100 the full control effect; nearly all actives have a fitted effect of over 60% in size
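Compounds, titrated to a top concentration of 110 uM, were incubated 30 min at room temperature with preformed BAZ2B/acetyl-K14 H3 peptide complex (50 nM each). Proximity signal was measured by AlphaScreen after 20 min with beads.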
JMJD2A Tudor inh = qHTS Assay for Inhibitors of JMJD2A-Tudor Domain. Potency, µM (titrated, usually from 114 µM), for inactives: at the highest dose activity change, negative = inhibition, most hits filed as inhibitors. 390,000 compounds, 4.4% hits. Lysine-specific demethylase 4A (Homo sapiens), O75164. AlphaScreen JMJD2A-Tudor / H3K4me3 peptide binding; further: on the % scale 0 is the no-effect control and ±100 the full control effect; nearly all actives have a fitted effect of over 50% in size
Pin1 inh = qHTS Assay to Find Inhibitors of Pin1. Potency, µM (doses to about 115 µM), inactives show top-dose activity, negative = inhibition, usual class: inhibitors. AID 504891, 2011. Pin1 FP peptide displacement, HiFluor488, 10 min. 390,000 compounds, 0.009% hits; active means well fitted inhibition curve with a large enough effect in the polarisation, with a control signal flat, not every such curve was filed as active; inconclusive means small, poorly fitted or top-dose-only effect, or effect the other way, or a change in a side signal; inactive means no such curve, though single readings can be large or run the other way; the % refers to the polarisation; further: on the % scale 0 is the no-effect control and ±100 the full control effect
Target sequence (Q13526 whole entry, looked up): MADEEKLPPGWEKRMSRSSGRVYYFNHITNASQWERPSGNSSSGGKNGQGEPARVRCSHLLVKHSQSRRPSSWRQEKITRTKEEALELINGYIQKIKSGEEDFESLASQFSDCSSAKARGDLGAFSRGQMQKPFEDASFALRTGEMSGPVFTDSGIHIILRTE
GLS inhibitor = qHTS for Inhibitors of Glutaminase (GLS); GLS enzymatic activity, qHTS titration; AID 624170, 2012; Glutaminase kidney isoform, mitochondrial (Homo sapiens), O94925; 410,000 compounds, 0.21% hits; Potency, µM (titrated, usually from 45.5 µM), for the others: at the top dose activity change, negative = inhibition, actives largely listed as inhibitors; further: on the % scale 0 is the no-effect control and ±100 the full control effect
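Human kidney-isoform GLS in 45 mM KH2PO4 pH 8.2, 0.02% Tween-20, with compound, started with 1mM L-Glutamine (added stock). Glutamate oxidase/HRP/Amplex red coupled fluorescence read at start and after 30 min at RT.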
The depositor's hits bear a star; i = inactive; ? = inconclusive; . = not tested or not shown; [ ] = another dose, or the depositor's remark. Unless noted, the call rests on the fitted dose curve; in most records, active means well fitted curve in the direction sought with a large enough effect; inconclusive means small, poorly fitted or top-dose-only effect, or another doubt; inactive means no such curve, though single readings can be large; an effect the other way counts as inactive or inconclusive. Potency means the concentration at half of the fitted maximal effect. These rows are one share of the data; rates above refer to the full screens.

HP1b chromo inh	G9a block	BAZ2B block	GLS inhibitor	JMJD2A Tudor inh	PGK inhibitor	BLM inh	Pol iota inh	Pin1 inh	mol
6%	?	-32%	0%	13%	-3%	-8%	-9%	-2%	COC(=O)c1c(-c2ccc(Br)cc2)csc1NC(=O)Cc1ccc(OC)c(OC)c1
18%	11%[12.7 µM]	-6%	5%	-16%	-8%	.	32%	-2%	CSCCC(NC(=O)c1ccc(C(C)(C)C)cc1)C(=O)OCC(=O)N1CCCC1=O (stereo unspecified)
1%	2%[59 µM]	-19%	9%	-4%	-2%	-5%	26%	-24%	O=c1cc2n(c(=O)[nH]1)CCC1=C2CCCC1
31%	?	-18%	0%	-5%	6%	-1%	3%	-14%	CN1CCN(C(=O)CC2C(=O)NCCN2Cc2ccc(-c3ccccc3)cc2)CC1 (stereo unspecified)
-8%	13%	3%	-3%	-5%	0%	-4%	17%	-4%	CCOC(=O)C1CCN(S(=O)(=O)c2ccc(Cl)s2)CC1
13%	-19%[12.7 µM]	-3%	0%	3%	-8%	-7%	?	0%	C/C(Cl)=C\Cn1c(Nc2ccc(C)cc2)nc2c1c(=O)n(C)c(=O)n2C
42%	9%[59 µM]	1%	1%	20%	.	-1%	25%	-1%	Cc1ccc(Cl)cc1NC(=O)N1CCc2cc(S(=O)(=O)N3CCC(C)CC3)ccc21
7%	-11%[12.7 µM]	11%	7%	?	-3%	1%	2%	-2%	CCOc1ccc(CCNC(=O)c2cccc(N3CCCC3=O)c2)cc1OCC
14%	?	?	3%	-32%	-5%	-7%	27%	31%[activator]	O=C(Nc1nnc(-c2ccco2)s1)c1ccccc1
41%[activator]	10%[2.33 µM]	6%	-6%	5%	-11%	.	3%	4%	Cc1n[nH]c(C)c1S(=O)(=O)N1CCN(S(=O)(=O)c2ccccc2C#N)CC1
35%	7%[59 µM]	-4%	-1%	-24%	-6%	-2%	2%[58.9 µM]	-5%	COc1ccc(OC)c(S(N)(=O)=O)c1
?	?	-33%	8%	1.1µM*	-2%	-3%	42%[activator]	-6%	COc1cc(/C=N/n2c(-c3n[nH]c4c3CCC4)n[nH]c2=S)cc(OC)c1O
1%	16%	-12%	-14%	-34%	i	-7%	4%	-2%	N#Cc1c(F)cccc1N1CCN(Cc2ccc3c(c2)OCO3)CC1
39%[activator]	0%	-3%	1%	-8%	-5%	0%	6%	-2%	O=C(CCSCCC(=O)NCc1cccs1)NCc1cccs1
43%[activator]	.	.	-2%	-8%	10%	.	11%	7%	COc1ccc(C(=O)OCC(=O)c2c[nH]c3ccccc23)c(OC)c1
34%	?	-2%	-7%	-5%	2%	1%	40%[activator]	2%	CN(Cc1ccc(F)cc1)C(=O)c1cccc(OC2CCN(C3CCCC3)CC2)c1
20%	.	1%	?	-11%	-4%	-13%	36%[activator]	-2%	c1cc2c(cc1-c1[nH]ncc1CN1CC3C[C@@H]4CC1C[C@H](C3)C4)OCO2
37%	5%[59 µM]	-4%	10%	-23%	-4%	1%	14%	-11%	O=C(Cc1ccc([N+](=O)[O-])cc1)Nc1ccc(O)cc1C(=O)O
32µM*	3%[2.33 µM]	18µM*	24%	?	?	-28%	?	?	CC1=C/C(=C(/c2cc(C)c(O)c(Br)c2)c2ccccc2S(=O)(=O)O)C=C(Br)C1=O
-14%	?	?	6%	?	-1%	-14%	-17%	4%	O=C(CN1C(=O)NC(Cc2c[nH]c3ccccc23)C1=O)Nc1cccc(S(=O)(=O)N2CCCCCC2)c1 (stereo unspecified)
44%[activator]	?	?	0%	-11%	0%	0%	-5%	15%	O=C(Cn1c(=O)oc2cc(S(=O)(=O)N3CCCC3)ccc21)NC1CCCCC1
55%[activator]	8%[59 µM]	13%	-1%	-17%	.	2%	20%	-4%	O=C(Cc1ccccc1)N(c1ccc(F)cc1)C1C=CS(=O)(=O)C1 (stereo unspecified)
26%	4%[59 µM]	-5%	-1%	-15%	i	-1%	4%	2%	CCOCCc1nn2c(=O)cc(COC(=O)c3ccc(NC(=O)C(C)(C)C)cc3)nc2s1
29%	-8%	9%	-9%	3%	i	.	43%[activator]	-1%	Cc1ccc(C(=O)OCC(=O)NCCNC(=O)COC(=O)c2ccc(C)s2)s1
26%	31%[12.7 µM]	-6%	17%	-6%	i	1%	18%	2%	CCSc1nc2c(c(=O)[nH]1)C(c1ccccn1)C1=C(CC(C)(C)CC1=O)N2 (stereo unspecified)

Looked up by compound from the list above, 2 records:
HP1b chromo inh	G9a block	BAZ2B block	GLS inhibitor	JMJD2A Tudor inh	PGK inhibitor	BLM inh	Pol iota inh	Pin1 inh	mol
13%	-19%[12.7 µM]	-3%	0%	3%	-8%	-7%	?	0%	C/C(Cl)=C\Cn1c(Nc2ccc(C)cc2)nc2c1c(=O)n(C)c(=O)n2C
?	?	-33%	8%	1.1µM*	-2%	-3%	42%[activator]	-6%	COc1cc(/C=N/n2c(-c3n[nH]c4c3CCC4)n[nH]c2=S)cc(OC)c1O

The main list resumes with the 2 entries that preceded the break.
HP1b chromo inh	G9a block	BAZ2B block	GLS inhibitor	JMJD2A Tudor inh	PGK inhibitor	BLM inh	Pol iota inh	Pin1 inh	mol
29%	-8%	9%	-9%	3%	i	.	43%[activator]	-1%	Cc1ccc(C(=O)OCC(=O)NCCNC(=O)COC(=O)c2ccc(C)s2)s1
26%	31%[12.7 µM]	-6%	17%	-6%	i	1%	18%	2%	CCSc1nc2c(c(=O)[nH]1)C(c1ccccn1)C1=C(CC(C)(C)CC1=O)N2 (stereo unspecified)
23%	?	-1%	-1%	-12%	i	.	17%	8%	Cc1cccc(NC(=O)CN2CCN(CC(=O)NCC3(N4CCCCC4)CCCCC3)CC2)c1C
18%	?	0%	7%	14%	-4%	-4%	-8%	2%	CC1(C)CC(=O)CC(C)(C)N1OC(=O)c1ccccn1
13%	.	.	8%	-15%	-12%	.	10%	2%	Clc1ccccc1C=NNc1ccccn1
4%[57 µM]	0%[59 µM]	-6%	-15%	-18%	6%	-15%	-16%	?	COc1ccc(-c2cccc(NS(=O)(=O)c3cc(C)ccc3OC)c2)nn1
-15%	32µM*	-27%	-3%	-24%	i	-4%	22%	3%	c1ccc(C2=Nn3c(nnc3-c3ccco3)SC2)cc1
17%	50µM*	79µM*	16%	-35%	-6%	-8%	10%	-22%	Cc1cc(N2C(=O)c3ccc(C(=O)Nc4ccc(O)cc4C(=O)O)cc3C2=O)no1
36%	-15%	6%	11%	-9%	5%	1%	-10%	7%	COc1cccc(C(=O)Nc2nnc(S(=O)(=O)N3CCCCC3)s2)c1
28%	.	-5%	-1%	-7%	-1%	1%	33%[activator]	0%	CCOC(=O)c1cnc(SCC(=O)N2CCN(C(=O)c3ccco3)CC2)nc1N
5%	-6%[59 µM]	-8%	4%	-23%	-1%	-2%	1%	3%	Cc1ccc(C(=O)CC2(O)C(=O)N(Cc3ccccc3)c3ccccc32)o1 (stereo unspecified)
33%	21%	-2%	1%	2%	3%	3%	26%	1%	COCCc1ncc(CN2CCC(C(=O)Nc3ccc(-n4cccn4)cc3)CC2)cn1
22%	4%[59 µM]	-23%	2%	-21%	5%	0%	12%	1%	Cc1cccc(N(CC(=O)Nc2ccccc2-c2ccccc2)S(=O)(=O)c2ccccc2)c1C
1%	.	.	1%	?	-5%	.	33%[activator]	-1%	C[C@]12c3[nH]c4ccccc4c3CCN1C(=O)C(CC(=O)NCC13CC4CC(CC(C4)C1)C3)C[C@@H]2C(=O)N1CCOCC1 (stereo partly specified)
27%	-4%	2%	-3%	-6%	i	4%	5%	-3%	COc1ccc(C(C)(C)C)cc1S(=O)(=O)N1CCC(C(N)=O)CC1
27%	-50%[12.7 µM]	56µM*	4%	?	i	-2%	16%	-9%	O=C1CCc2nc3ccccc3c(=O)n2N1
60%[activator]	.	.	0%	7%	-2%	.	9%	4%	O=C(CCC(=O)c1cccs1)OCC(=O)c1ccccc1
-13%	-8%[59 µM]	?	1%	?	-2%	-1%	125%[activator]	1%	Cc1cc(NC(=S)N(CCCN2CCOCC2)Cc2ccco2)ccc1Cl
26%	5%[59 µM]	6%	1%	-1%	-7%	-1%	12%	24%	CCCn1nc(NC(=O)c2cccc(Cl)c2)c2cc3cccc(C)c3nc21
55%[activator]	-13%[59 µM]	5%	-2%	-21%	-9%	-2%	?	36%[activator]	CCSc1nc(N)c(C#N)c(-c2ccco2)c1C#N
25%	19%[59 µM]	-1%	3%	-17%	-8%	-1%	38%	6%	COc1cc(OC)cc(-c2nc3nc(C)c(CCC(=O)NCC(OC)OC)c(C)n3n2)c1
8%	.	?	1%	-30%	0%	-3%	4%	0%	CCOC(=O)C1(CCCc2ccccc2)CCN(C2CCSCC2)CC1
42%[activator]	21%[59 µM]	3%	-2%	-3%	-9%	-1%	-10%	0%	Nc1nnc(SCC(=O)NN2C(=O)NC3(CCCCC3)C2=O)s1
31%	32%[12.7 µM]	10%	-4%	26%	-5%	-1%	-24%	-6%	CCc1ccc(NC(=O)c2cc(C(C)C)on2)cc1
41%[activator]	50µM*	4%	5%	-6%	0%	1%	7%	1%	O=C(NCC#CCOCc1ccccc1)c1ccccc1
26%	?	1%	-3%	-12%	-5%	.	12%	0%	O=C(CN1C(=O)c2cccc([N+](=O)[O-])c2C1=O)OCC(=O)N1CCCCC1
12%	2%[0.501 µM]	-18%	-6%	-15%	-6%	-1%	-11%	-6%	COC(=O)c1[nH]c2ccccc2c1CN1CCOCC1
16%	?	-16%	22%	-19%	0%	0%	?	2%	COc1ccc(-c2csc(NC(=O)C(CC(=O)O)N3CCOCC3)n2)cc1 (stereo unspecified)
40%[activator]	?	?	5%	?	0%	-4%	48%[activator]	3%	O=C(Nc1cccn(Cc2cccc(F)c2)c1=O)NC1CCCCC1
